Assay outcomes (PubChem BioAssay)
POLB inh – inhibitors of human DNA polymerase beta; Pol beta primer extension/strand displacement, fluorescence kinetic; P06746; Potency, µM (titrated, usually from 114 µM), without a hit: at the top dose activity change, negative = inhibition, actives largely listed as inhibitors; 1.3% of 340,000 active; also: potency is read from the fitted curve at half-maximal effect; % is scaled to controls: 0 for no effect and ±100 for the full control effect
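Preincubation: enzyme (10 nM) with compound, 15 min, RT. Reaction: substrate added to 50 nM final. Reads: 0 and 10 min. Analysis: normalized, Hill fit.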
LDHA inh – LDHA (human) enzyme inhibition. purified LDHA, NADH/diaphorase-resazurin fluorescence; hits give low values. 0.15% of 480,000 active. P00338. AID 1347041. activity change, % (values are at about 110 or 230 µM); in the data active = activity change below about -30%; inconclusive = mostly about -25% to -30%;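 also: plate controls were DMSO wells for no effect and wells without enzyme for full effect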
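Human LDH5 (2 nM) was incubated with 0.06 mM NADH and 0.2 mM pyruvate for 5 min at room temperature in Tris pH 7.4. Remaining NADH was coupled through diaphorase/resazurin, and resorufin fluorescence was read at 0 and 20 min.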
ERG Ets-DNA blk – inhibitors of human ERG Ets domain-DNA interaction. fluorescence polarization, His-ERG Ets domain / labelled DNA. Potency, µM (titrated, usually from 76.9 µM), without a hit: top-dose FP activity, negative = inhibition, most hits filed as inhibitors. 0.028% of 370,000 active; active = well fitted inhibition curve with a large enough effect in the polarisation, with a control signal flat; inconclusive = small, poorly fitted or top-dose-only effect, or effect the other way, or a change in a side signal; inactive = no such curve, though single readings can be large or run the other way; the % refers to the polarisation;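 also: polarization taken with two DNA probes labelled with fluorescein and Texas red; potency is read from the fitted curve at half-maximal effect; % of control where 0% means no effect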
Target sequence (P11308 whole entry, looked up, the tested form may be a part): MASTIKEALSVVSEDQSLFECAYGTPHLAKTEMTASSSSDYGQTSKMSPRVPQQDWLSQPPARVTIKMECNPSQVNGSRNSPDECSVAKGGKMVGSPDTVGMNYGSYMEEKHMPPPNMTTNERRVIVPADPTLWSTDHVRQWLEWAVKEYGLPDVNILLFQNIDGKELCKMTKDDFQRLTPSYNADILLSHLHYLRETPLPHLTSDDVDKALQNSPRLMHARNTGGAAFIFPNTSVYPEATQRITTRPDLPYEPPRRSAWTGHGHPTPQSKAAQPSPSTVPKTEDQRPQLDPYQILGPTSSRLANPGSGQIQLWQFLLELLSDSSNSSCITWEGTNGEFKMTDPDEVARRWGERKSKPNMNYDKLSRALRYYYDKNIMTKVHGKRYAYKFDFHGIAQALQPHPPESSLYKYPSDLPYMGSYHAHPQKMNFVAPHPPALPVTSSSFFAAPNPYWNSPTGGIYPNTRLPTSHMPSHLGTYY
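His-tagged ERG Ets domain (1 uM in the protein solution; 300mM KCl, 50mM Tris-HCl, 1mM EDTA, 1mM DTT, pH 7.5) received compound, then a probe mix of 5 nM fluorescein-DNA and 100nM Texas-615-DNA. Fluorescence polarization was read for both dyes.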
Pol eta inh – DNA polymerase eta (human) inhibition. Potency, µM (highest dose often 114 µM), without a hit: at the highest dose activity change, negative = inhibition, hits mostly inhibitors. Q9Y253. recombinant Pol eta, fluorescent DNA replication assay. 1.2% of 390,000 active; also: potency is read from the fitted curve at half-maximal effect; % is scaled to controls: 0 for no effect and ±100 for the full control effect
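Pol eta at 10 nM preincubated with compounds 15 min at room temperature; reaction started with fluorescent substrate (50 nM final) and read kinetically at 0 and 10 min.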
APEX1 inh – inhibitors of human APE1 endonuclease. recombinant APE1, TAMRA/BHQ-2 abasic DNA cleavage fluorescence. Potency, µM (top dose mostly 65.8 µM), for the others: top-dose activity change, negative = inhibition, usual class: inhibitors. 0.35% of 350,000 active. AID 2517;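 also: potency is read from the fitted curve at half-maximal effect; plate controls were vehicle for no effect and reference inhibitor for full effect; nearly all actives have a fitted effect of over 55% in size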
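0.75 nM APE1 + cpd, 15 min RT; start w/ 50 nM TAMRA/BHQ-2 THF-abasic dsDNA; kinetic fluor 525/598 nm ×3 reads @60 s; Δ(read3−read1); normalized to DMSO and NSC13755 control wells.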
Anesthetic bind – binds horse apoferritin like a general anesthetic. P02791. apoferritin/1-aminoanthracene competitive binding, fluorescence. Potency, µM (doses to about 77.5 µM), inactives show at the top dose activity change, negative = displacement, actives largely listed as inhibitors. 0.074% of 350,000 active; also: potency is read from the fitted curve at half-maximal effect; % is scaled to controls: 0 for no effect and ±100 for the full control effect; nearly all actives have a fitted effect of over 20% in size
Target sequence (P02791 2-175 limits assumed): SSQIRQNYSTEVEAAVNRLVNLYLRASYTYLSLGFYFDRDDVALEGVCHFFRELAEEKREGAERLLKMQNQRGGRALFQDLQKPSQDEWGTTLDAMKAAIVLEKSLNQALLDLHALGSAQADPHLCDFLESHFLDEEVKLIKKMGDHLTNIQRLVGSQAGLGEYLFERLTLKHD
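Horse-spleen apoferritin (10 uM) was mixed with 50% saturated 1-aminoanthracene in PBS, exposed to compounds for 10 min at room temperature, and read for fluorescence (ex 380 nm, em 535 nm). Competitive displacement was fitted with a four-parameter Hill equation.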
POLK inh – inhibitors of human DNA polymerase kappa. 0.53% of 400,000 active. purified Pol kappa, fluorescent DNA synthesis assay, 10 min. Q9UBT6. Potency, µM (doses to about 107 µM), inactives show at the top dose activity, negative = inhibition, usual class: inhibitors; also: potency is read from the fitted curve at half-maximal effect; % is scaled to controls: 0 for no effect and ±100 for the full control effect
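Kinetic fluorescence screen: compound preincubated 15 min RT with 10 nM enzyme; 50 nM substrate (final) initiates; reads at 0/10 min.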
RGS4 inh – blocks human RGS4-accelerated GTP hydrolysis; P49798; 0.039% of 390,000 active; Transcreener GDP fluorescence polarization, RGS4-accelerated GTP hydrolysis; Potency, µM (titrated, usually from 114 µM), inactives show at the highest dose activity change, negative = inhibition, hits mostly inhibitors; also: potency is read from the fitted curve at half-maximal effect; % is scaled to controls: 0 for no effect and ±100 for the full control effect; nearly all actives have a fitted effect of over 75% in size; some results filed as inactive show a strong effect at the top dose
Target sequence (P49798 whole entry, looked up): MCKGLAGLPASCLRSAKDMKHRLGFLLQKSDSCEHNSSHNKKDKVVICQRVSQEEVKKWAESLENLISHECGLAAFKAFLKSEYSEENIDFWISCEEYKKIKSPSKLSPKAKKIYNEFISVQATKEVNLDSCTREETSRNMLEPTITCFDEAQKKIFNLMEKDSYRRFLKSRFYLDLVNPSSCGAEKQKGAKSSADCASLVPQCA
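MLSMR compounds (23 nl, pin-transferred) preincubated 10 min at room temperature with a 500nM (2x) first reagent, then RGS4 at 900nM (2x) plus Transcreener GDP mix added; fluorescence polarization (620/688 nm) read before and after 90 min at 30 °C.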
12-LOX inh – blocks human arachidonate 12S-lipoxygenase | 1.1% of 580,000 active | Potency, µM (series often up to 108 µM), inactives show at the highest dose activity change, negative = inhibition, actives largely listed as inhibitors | purified 12hLO, xylenol orange hydroperoxide absorbance | AID 1671190; also: potency is read from the fitted curve at half-maximal effect; % is scaled to controls: 0 for no effect and ±100 for the full control effect
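Purified human 12hLO at 150 nM in 25 mM Hepes, 0.01% Triton X-100, pH 7.0, preincubated 15 min at room temperature with compound. Reaction started with 40 uM arachidonic acid, 30 min at room temperature. Hydroperoxide measured by Fe-xylenol orange, 573/405 nm absorbance ratio.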
Active calls of the source: *; ? = inconclusive; · = no result given; & = joins results of further samples; [ ] = another dose, or the depositor's remark. Unless noted, calls follow the shape of the dose curve; as a rule, active = well fitted curve in the direction sought with a large enough effect; inconclusive = small, poorly fitted or top-dose-only effect, or another doubt; inactive = no such curve, though single readings can be large; an effect the other way counts as inactive or inconclusive. Not all compounds are listed; count on the stated rates, not on these rows.

SMILES	POLB inh	LDHA inh	ERG Ets-DNA blk	Pol eta inh	APEX1 inh	Anesthetic bind	POLK inh	RGS4 inh	12-LOX inh
CCOC(=O)N1CCN(CC(=O)Nc2c(C(=O)OC)[nH]c3ccc(Cl)cc23)CC1	0%	2	1%	-15%	-10%	4%	-9%	5%	-28%
COc1ccc(CCNC(=O)CN2C(=O)C(=O)N(C3CCCC3)C2=O)cc1OC	·	-1	7%	-6%	15%	·	15%	-23%	361%[activator]
O=C1N(c2ccccc2)C(c2ccc(Cl)cc2)N2CCCN12 (centres undefined)	-2%	-2	2%	-21%	5%	-6%	-2%	-15%	-9%
O=C(Nc1scc(-c2ccc(F)cc2)c1C(=O)O)c1ccco1	-11%	-3	3%	-13%	-1%	-10%	8%	-1%	-1%
CCCN1CCN(S(=O)(=O)c2ccc(-n3cnnn3)cc2)CC1	9%	-2	1%	3%	78%[activator]	2%	4%	8%	-1%
O=C(/C=C/C(Cl)(Cl)Cl)Nc1ccc(Cl)cc1	·	-2	-15%	-13%	·	·	-14%	-13%	?
Cn1c(N)c(C(=O)COC(=O)C2CCN(S(=O)(=O)c3cccs3)CC2)c(=O)n(C)c1=O	10%	-3	-8%	-6%	-2%	3%	-25%	8%	-8%
CCN(CC)C1=CC2=CC(=C(C#N)C#N)CCC2CC1 (centres undefined)	3%	-6	88%[activator]	-15%	1%	-10%	-25%	6%	-30%
COc1ccc(CCC(C)Nc2ccc(F)c(F)c2)cc1 (centres undefined)	0%	4	0%	-22%	2%	1%	-13%	-9%	21%
O=c1sc(N2CCN(c3ccc(F)cc3)CC2)nc2ccsc12	14%	-10	-2%	-15%	-6%	-2%	-4%	-5%	1%
C=CCC1(Cl)C(=O)C(Cl)=C(N2CCN(C)CC2)C1(OC)OC (centres undefined)	-10%	1	-3%	6%	5%	-8%	-3%	13%	-3%
Clc1ccc(-n2ncc3c(NCc4cccnc4)ncnc32)cc1Cl	28%	4	2%	-15%	36%	-4%	16%	-13%	-7%
Cc1ccccc1-c1noc(-c2ccccc2C(=O)N2CCCC2)n1	35%	-4	-5%	-5%	-3%	-18%	0%	7%	-4%
CC(Oc1ccccc1)C(=O)N(CCC1=CCCCC1)c1c(N)n(Cc2ccccc2)c(=O)[nH]c1=O (centres undefined)	61%	-11	0%	-11%	-15%	-16%	-12%	18%	492%[activator]
CCn1c2ccccc2c2nnc(SCC(=O)c3ccccc3)nc21	-25%	-2	-8%	-13%	3%	-10%	-3%	-42%	0%
CCOc1ccc(C(c2c(NC(=O)c3ccccc3)sc(C)c2C)N2CCN(CCO)CC2)cc1 (centres undefined)	2%	0	-5%	-21%	5%	68%[activator]	-8%	-19%	?
Cn1c(=NC(=O)COc2ccccc2)sc2cccc(F)c21	-1%	0	-17%	-10%	-10%	-8%	13%	9%	-3%
N#CC1(NC(=O)COC(=O)CCN=C2NS(=O)(=O)c3ccccc32)CCCCC1	?	-3	-5%	-13%	47%[activator]	-7%	-6%	-18%	0%
O=C(c1cc(-c2ccc(Cl)cc2)on1)N1CCc2ccccc2C1	?	-3	11%	-6%	19%[12.4 µM]	0%	-2%	-10%	-22%
NC(CSCC(=O)O)C(=O)O (centres undefined)	·	·	·	·	0%	5%	?	·	9%

Part of the list above in order of number of heavy atoms, ascending.
SMILES	POLB inh	LDHA inh	ERG Ets-DNA blk	Pol eta inh	APEX1 inh	Anesthetic bind	POLK inh	RGS4 inh	12-LOX inh
NC(CSCC(=O)O)C(=O)O (centres undefined)	·	·	·	·	0%	5%	?	·	9%
O=C(Nc1scc(-c2ccc(F)cc2)c1C(=O)O)c1ccco1	-11%	-3	3%	-13%	-1%	-10%	8%	-1%	-1%
CCn1c2ccccc2c2nnc(SCC(=O)c3ccccc3)nc21	-25%	-2	-8%	-13%	3%	-10%	-3%	-42%	0%

(cont.)
SMILES	POLB inh	LDHA inh	ERG Ets-DNA blk	Pol eta inh	APEX1 inh	Anesthetic bind	POLK inh	RGS4 inh	12-LOX inh
CCCCNc1nc2ccccc2c2nc(-c3ccccc3)nn12	?	4	6%	-21%	·	61%[activator]	3%	-6%	?
Cc1ccc(NCC(=O)N/N=C\C(Br)=C\c2ccccc2)cc1	0%	3	·	4%	-8%	?	-6%	-33%	?
Cc1cccc(OCC(=O)Nc2nc3ccc([N+](=O)[O-])cc3s2)c1	27%	-1	·	-10%	6%	-11%	-6%	-9%	?
Cc1ccc(C2(CCN)CCOC(C(C)C)C2)cc1 (centres undefined)	35%	0	-7%	-24%	5%	-6%	2%	-15%	-9%
Cc1ccc(CNC(=O)C2(c3cccs3)CCOCC2)cc1	4%&-2%	-5&-2	1%&-11%	-16%&-5%	1%	-12%&-9%	1%[60.1 µM]	-5%&11%	1%&6%
CCN(CC)c1ccc(O)c(C=Nc2ccc(C)c(C)c2)c1	3%	14	9%	-15%	-1%	?	1%	-16%	0%
N#CCSc1nc2ccccc2o1	62%	-4	-3%	-19%	?	-3%	-6%	-13%	0%
O=[N+]([O-])c1ccc(/C=C/c2ccc3cccc([N+](=O)[O-])c3n2)cc1	-14%	-2	4%	-14%	3%	5%	-1%	-1%	-29%
CCOC(=O)c1[nH]c(CO)c(C(=O)OCC)c1C	16%	-6	16%	-11%	-3%	-1%	-1%	-18%	-8%
C/C(Cl)=C/Cn1c(N2CCCC2)nc2c1c(=O)n(C)c(=O)n2C	9%	-7	5%	6%	-1%	-16%	-1%	1%	28%
Cc1ccc(C)c(C2=NNC(=O)CC2)c1	·	-6	-2%	-16%	·	·	-15%	2%	?
COc1cccc(N=Nc2ccc3ccccc3c2O)c1	9%	9	9%	19%	-3%	-11%	-2%	-2%	40%[activator]
O=C(NS(=O)(=O)NC1CCCCC1)C1=C(N2CCCC2)COC1=O	·	-6	-8%	-5%	6%	·	-5%	7%	-11%
Cc1cccn2cc(COc3cccc([N+](=O)[O-])c3)nc12	-20%	-9	9%	-12%	4%	-18%	-13%	9%	-16%
COc1ccccc1N(C)S(=O)(=O)c1ccc(Cl)c(C(=O)NCCCN2CCOCC2)c1	9%	-1	3%	-17%	9%	-2%	-2%	-38%	-4%
CCCN(CC(=O)Nc1ccccc1C)C(=O)c1ccc(NC2CC2)c([N+](=O)[O-])c1	·	-6	-5%	-20%	8%	·	-6%	-7%	4%
CCOC(=O)C(NS(=O)(=O)c1ccccc1)(C(F)(F)F)P(=O)(OC(C)C)OC(C)C (centres undefined)	19%	-8	9%	-18%	-1%	-10%	2%	-13%	-11%
CC(C)(C)NC(=O)Cn1nnc(-c2ccc(S(C)(=O)=O)cc2)n1	13%	-5	-1%	-1%	-1%	-8%	-8%	9%	-15%
O=C1/C(=C/C=C/c2ccco2)SC(=S)N1c1ccc(O)cc1	3.2µM*	1	48%[activator]	3.5µM*	7.9µM*	-3%	7.9µM*	7%[11.4 µM]	-16%
COc1ccc(-n2ncc3c2CC(C)(C)CC3NC(=O)c2c(C)cc(=O)oc2C)cc1 (centres undefined)	14%	-1	-4%	6%	-4%	-8%	-7%	-32%[56.9 µM]	0%
CCOC(=O)COc1ccccc1C(=O)c1cnn(-c2ccccc2)c1	-2%	-3	8%	-9%	58%	-6%	-22%	15%	8%
C=CCNC(=S)NN=C1CCC(c2ccccc2)CC1 (centres undefined)	20%	-4	-2%	-21%	12%	0%	-6%	-14%	?
CC1(C)C2CCC(C2)C1(C)N=C1OC(CCl)CS1 (centres undefined)	0%	2	-7%	-16%	-3%	?	-6%	2%	0%
CCC(C(=O)N1CCN(c2ccccc2F)CC1)n1nc(C)c2sc3ccccc3c2c1=O (centres undefined)	-24%	1	2%	-19%	·	-20%	-7%	-17%	-12%
CCc1ccc(C(=O)NNc2ccc(S(N)(=O)=O)cc2)cc1	6%	-4	-4%	0%	-1%	-4%	-8%	-7%	-18%
CCOC(=O)N1CCN(S(=O)(=O)c2cc([N+](=O)[O-])c(C)cc2C)CC1	45%	-8	-8%	-15%	-12%	-12%	3%	-7%	-4%
COC1=C(OC)C(=O)c2ccccc2C1=O	28µM*	42	·	?	-5%	·	-5%[60.1 µM]	?	-6%
O=C(O)CCCC(=O)Nc1cccc2cccnc12	18%	6	-7%	14%	-6%	-8%	-14%	-13%[56.9 µM]	-14%
O=C(CN(Cc1ccco1)C(=O)CNS(=O)(=O)c1ccc(Cl)cc1)NCc1ccc(F)cc1	·	-9	0%	-6%	·	·	-6%	-27%[11.4 µM]	0%
C=CCn1c(SCC(=O)c2[nH]c(C)c(C(=O)OC)c2C)nc2scc(-c3ccc(OC)c(OC)c3)c2c1=O	-19%	-8	-7%	-11%	20%	7%	-5%	3%	-10%
CC(C)(O)C#Cc1ccc(CN2CCN(Cc3ccsc3)C(CCO)C2)s1 (centres undefined)	0%	-1	6%	-17%	-8%	-2%	-2%	-33%	10%
CCCOc1ccc(CNC(=O)CCCn2ncn3c(cc4sc(CC)cc43)c2=O)cc1	29%	-8	1%	-9%	·	-3%	9%	0%	0%
CN1CCN(C(=O)c2ccc(Cn3cc(Cl)cn3)o2)CC1	6%	-3	5%	-20%	1%	4%	6%	-9%	-6%
O=C(COC(=O)c1n[nH]c(=O)c2ccccc12)NCc1ccccc1	·	0&-6	-5%	-3%	10%	·	-2%	-2%	?
O=C(O)C(S)C(S)C(=O)O (centres undefined)	·	-3	4%	?	·	·	?	?	·
COc1ccc(CN2C(=O)C(NC(=O)c3cccc(C)c3)(C(F)(F)F)N=C2c2ccccc2)cc1 (centres undefined)	9%	0	15%	-20%	·	2%	-4%	1%	-18%
